# Screens (PubChem BioAssay)
# Diaphorase inh – diaphorase inhibitors and chemical oxidizers, primary screen, counter-screen for diaphorase-coupled primary assays, biochemical, uHTS, resorufin fluorescence | diaphorase resazurin-to-resorufin fluorescence, NADH, 16 min; bacterial (C. kluyveri) enzyme, not human | inhibition, % at 20 µM | 190,000 compounds, 0.69% hits | AID 1217, 2008;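 active means primary screen inhibition at 20 µM above a set limit, cut at about 50% in these data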;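 further: plate controls were DMSO with full reaction for no effect and wells lacking NADH for full effect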
#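 controls = No-NADH positive control and DMSO neutral control | system = Clostridium kluyveri diaphorase enzyme | timing = reaction incubation of 16 min at room temperature | signal = resorufin fluorescence 544/590 nm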
# TNAP inh hiacc – human TNAP enzyme inhibitors, primary screen, biochemical, luminescent, high phosphate acceptor level, uHTS; 200,000 compounds, 0.03% hits; Alkaline phosphatase, tissue-nonspecific isozyme (Homo sapiens), P05186; purified TNAP, CDP-star luminescence, 1 M DEA; inhibition, % at 20 µM;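 active means over 50% inhibition of tissue-nonspecific alkaline phosphatase at 20 µM in the single-dose screen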;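 further: plate controls were DMSO wells for no effect and EDTA-quenched wells as full inhibition for full effect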
# Diaph act CS – compounds boosting diaphorase resazurin reduction – biochemical, uHTS, resorufin fluorescence, counter-screen for diaphorase-coupled primary assays, primary screen; activation factor at 20 µM; AID 1229, 2008; Diaphorase/resazurin coupled assay, 16 min; stronger effect = higher value; 1 = vehicle wells, 0 = NADH-free wells; 190,000 compounds, 0.005% hits;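 active means diaphorase activity raised at least twofold by the compound at 20 µM; inactive means activation factor below 2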
#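 Measured by – red resorufin fluorescence at 544/590 nm excitation/emission · Test system – Clostridium kluyveri diaphorase, purified enzyme · Incubation – reaction time 16 min, room temperature · Buffer or medium – 50 mM HEPES pH 7.4 with 4.542 mM MgCl2, 0.005% Tween 20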
# G6PDH CS – L. mesenteroides G6PDH inhibitors, counter-screen for G6PDH-coupled screening assays, biochemical, Leuconostoc mesenteroides enzyme; inhibition, % at 5 µM; glucose-6-phosphate dehydrogenase [Leuconostoc mesenteroides]; AID 1020, 2008; 200,000 compounds, 0.12% hits; Purified L. mesenteroides G6PDH, diaphorase/resazurin coupled fluorescence, 45 min; in the data active means inhibition above about 50%
# TNAP inh no acc – human TNAP enzyme inhibitors, primary screen, biochemical, luminescent, no phosphate acceptor, uHTS. Alkaline phosphatase, tissue-nonspecific isozyme (Homo sapiens), P05186. purified TNAP, CDP-star luminescence, 30 min. inhibition, % at 20 µM. 200,000 compounds, 0.26% hits;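 active means tissue-nonspecific alkaline phosphatase inhibition above about 50% at 20 µM in the single-dose screen, limit read from the data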;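 further: 0% = DMSO negative control and 100% = EDTA positive control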
# FLuc act counter – FLuc activators, initial screening, artefact control for FLuc-dependent activation tests, biochemical, ATPlite luminescence; ATPlite luciferase biochemical, 10 min; 0 = ATP-free wells, 1 = DMSO control; AID 1027, 2008; 200,000 tested, under 10 active; Luciferin 4-monooxygenase (Photinus pyralis), P08659; activation factor at 10 µM;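 active means luciferase activation factor, scaled between plate controls, of at least 2 with compound at 10 µM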
# Target sequence (P08659 whole entry, looked up): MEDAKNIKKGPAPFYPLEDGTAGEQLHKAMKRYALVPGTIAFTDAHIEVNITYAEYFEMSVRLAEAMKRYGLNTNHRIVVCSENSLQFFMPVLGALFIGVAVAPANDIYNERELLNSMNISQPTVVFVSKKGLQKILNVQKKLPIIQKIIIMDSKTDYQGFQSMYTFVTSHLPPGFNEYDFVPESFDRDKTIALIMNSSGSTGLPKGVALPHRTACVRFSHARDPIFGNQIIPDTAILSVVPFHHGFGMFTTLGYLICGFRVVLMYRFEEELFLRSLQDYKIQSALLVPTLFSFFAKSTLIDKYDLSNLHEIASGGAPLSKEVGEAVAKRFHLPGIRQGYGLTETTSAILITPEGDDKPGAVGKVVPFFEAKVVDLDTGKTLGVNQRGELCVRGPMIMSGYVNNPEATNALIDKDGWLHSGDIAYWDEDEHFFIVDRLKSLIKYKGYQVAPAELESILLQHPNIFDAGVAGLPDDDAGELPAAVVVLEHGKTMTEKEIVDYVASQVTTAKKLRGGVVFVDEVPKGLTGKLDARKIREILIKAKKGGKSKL
#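 test system = cell-free luciferase reagent | medium = PBS as buffer for the ATP substrate | dosing = test compounds dosed from 2 mM stocks in 100% DMSO | incubation = 10 min at ambient temperature | detection = luminescence measurement of luciferase light output | benchmarks = low control with PBS replacing ATP, high control enzyme plus ATP without compound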
# TNAP act hi DEA – TNAP activators at high phosphate acceptor level, primary screen, biochemical, luminescence, uHTS | Alkaline phosphatase, tissue-nonspecific isozyme (Homo sapiens), P05186 | purified TNAP, CDP-star luminescence, 1 M DEA, 30 min; stronger effect = higher value; 0 = EDTA background, 1 = DMSO-only activity | activation factor at 20 µM | 200,000 tested, under 10 active;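 active means activation factor at least 2 at 20 µM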
#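 system = human TNAP | amount = enzyme diluted 1/800 final | reagent = 100 µM CDP-star substrate | signal = luminescent substrate turnover signal | dosing = one dose, 20 µM | benchmarks = EDTA negative control, DMSO positive control | measure = activation factor | timing = 30 min reaction, room temperature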
# PMI act hi M6P – human PMI activators, high substrate, primary screen, biochemical, fluorescence intensity, near-saturating mannose 6-phosphate. Mannose-6-phosphate isomerase (Homo sapiens), P34949. coupled PMI enzyme assay, resazurin fluorescence, 20 min; stronger effect = higher value; 1 = untreated enzyme, 0 = substrate-free blank. activation factor at 20 µM. 190,000 compounds, 0.34% hits. AID 1216, 2008;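 active means activation factor of 2 or more at 20 µM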
# Target sequence (P34949 whole entry, looked up): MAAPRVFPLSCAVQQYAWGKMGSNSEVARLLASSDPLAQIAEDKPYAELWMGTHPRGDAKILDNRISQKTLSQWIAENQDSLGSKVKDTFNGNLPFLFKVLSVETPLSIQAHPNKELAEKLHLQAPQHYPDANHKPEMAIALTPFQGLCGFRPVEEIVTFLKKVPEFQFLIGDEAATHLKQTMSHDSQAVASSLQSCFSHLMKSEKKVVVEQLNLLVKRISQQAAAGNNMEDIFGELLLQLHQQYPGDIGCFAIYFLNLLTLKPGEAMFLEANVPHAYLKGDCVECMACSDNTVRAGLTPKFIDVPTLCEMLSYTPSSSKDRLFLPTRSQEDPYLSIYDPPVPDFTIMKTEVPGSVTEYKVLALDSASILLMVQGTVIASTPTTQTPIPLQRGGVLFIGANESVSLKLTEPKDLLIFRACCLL
#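 Material: human phosphomannose isomerase with PGI, G6PDH, diaphorase coupling enzymes / Reagent: Man-6-P substrate 1.0 mM / Dosing: single compound dose of 20 µM, 1% DMSO final / Incubation: enzyme reaction with compound 20 min at room temperature / Signal: resorufin fluorescence (Ex 544/Em 590 nm) from resazurin via diaphorase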
# PMI act – activators of human PMI, primary screen, biochemical, fluorescence intensity, near-Km mannose 6-phosphate; Mannose-6-phosphate isomerase (Homo sapiens), P34949; purified human PMI, coupled resazurin fluorescence, 20 min; stronger effect = higher value; 1 = vehicle control, 0 substrate-free wells; activation factor at 20 µM; 190,000 compounds, 0.005% hits;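 active means activation factor of 2 or more at 20 µM, relative to plate controls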
# HMGR II inh – inhibitors of E. faecalis class II HMGR, primary screen, biochemical, Enterococcus faecalis; inhibition, % at 10 µM; HMG-CoA reductase (Enterococcus faecalis, mvaE); purified E. faecalis HMGR, NADPH absorbance 340 nm kinetic; 190,000 compounds, 0.41% hits;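 active means inhibition above a set limit, the median over all tested compounds plus 3 SD, cut at about 9.5% in these data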;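 further: enzyme runs in reverse so mevalonate oxidation gives rising NADPH absorbance; 0% = complete reaction with DMSO and 100% = background rate lacking mevalonate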
# * = called active by the depositor; . = no result given.
no.	smiles	FLuc act counter	PMI act	Diaph act CS	TNAP inh no acc	Diaphorase inh	PMI act hi M6P	G6PDH CS	HMGR II inh	TNAP act hi DEA	TNAP inh hiacc
1	CSc1nc(N(C)NC(=O)c2cccc(C)c2)c2ccccc2n1	1	1	0.9	-11	12	1.1	-2	0	1	-5
2	Cc1ccc(N(C(=O)c2ccncc2)C2C=CS(=O)(=O)C2)cc1 (stereo unspecified)	1	1	1	-11	1	1	-1	-5	1	-2
3	CSc1ncc(Cl)c(C(=O)C(C#N)c2nc3c(C)cc(C)cc3c(=O)[nH]2)n1 (stereo unspecified)	1	1.1	0.8	-9	22	1	8	-2	1	-2
4	Cc1ccc(S(=O)(=O)N2CCOCC2)cc1NC(=O)COC(=O)c1cccnc1Cl	1	1.1	0.9	10	9	1.1	7	-6	1	0
5	CCOC(=O)c1cnc(-n2nc(C)cc2C)nc1NC(C)c1ccccc1 (stereo unspecified)	1.1	1	1	4	-3	1	4	-10	1	1
6	Cc1nc(C)c(-c2nnc(-c3ccc(C(C)(C)C)cc3)o2)cc1C(=O)NN	0.9	0.9	1	-13	5	1.1	0	-1	1	1
7	C=C(C)Cn1c(N(CCO)Cc2ccccc2)nc2c1c(=O)[nH]c(=O)n2C	1.1	0.9	1	-20	3	0.9	-12	-5	1	-3
8	CC1CC(NNC(=O)c2ccccc2)=Nc2ccccc2N1C (stereo unspecified)	1	1.1	1.1	-110	-14	1.2	-1	-1	1	-4
9	O=C(NCCc1ccncc1)Nc1ccccc1	1	1.1	0.9	-13	8	1	-1	0	1	-2
10	CNS(=O)(=O)c1cccc(C(=O)OCC(=O)Nc2cc(F)ccc2F)c1	1	1	0.9	-10	8	1	-2	-4	1	0
11	CCC(Sc1ccc2nnc(-c3cccnc3)n2n1)C(=O)O (stereo unspecified)	1.1	1.1	1	-4	3	1.2	3	-4	1	-5
12	CC(C)c1ccc(/C=C/C(=O)NC2=NCCS2)cc1	0.3	0.9	1	-5	5	0.9	0	2	1	-4
13	O=C(O)c1cc(C(=O)O)cc(-c2ccc(/C=c3/sc4nc5ccccc5n4c3=O)o2)c1	1	1.1	0	9	98*	1.7	-1	1	1	2
14	c1ccc(C2Nc3ccccc3-c3nc4ccccc4n32)cc1 (stereo unspecified)	1	0.9	0.8	-19	19	0.9	6	-1	1.1	-6
15	O=C(O)C1CC=CCC1C(=O)N1CCc2ccccc21 (stereo unspecified)	1	1.1	0.9	-8	10	1.1	-2	-2	1	0
16	CC(CNS(=O)(=O)c1cc(Cl)ccc1Cl)CN(C)C (stereo unspecified)	1	0.8	0.9	-10	8	0.9	13	-1	1	-1
17	COc1ccc(N2C(=O)CC(c3ccc(OC(C)C)cc3)C2=O)cc1 (stereo unspecified)	1	1	0.9	-18	11	0.9	0	2	1	-2
18	O=C(c1cc2c(F)cccc2s1)N1CCCC1	1	1	0.9	-5	14	1	8	-7	1	-4
19	Cc1ccc2nc(SCC(=O)Nc3ccccc3N3CCOCC3)c(C#N)cc2c1	1	0.9	1	-8	0	0.9	3	0	1	-4
20	COc1cc(/C=C2\S/C(=N/S(=O)(=O)c3ccccc3)NC2=O)c([N+](=O)[O-])cc1OC	1.1	0.9	0.9	0	15	0.8	3	-2	0.9	8
21	COc1ccc(NC(=O)C2CCCO2)cc1 (stereo unspecified)	1	1	0.9	-5	7	0.9	1	-1	1	3
22	COc1cccc(Nc2n[nH]c(=S)s2)c1	0.9	1.5	0.8	-3	22	1.9	4	-13	1	-4
23	COc1ccc(-c2nnc(SCC(=O)N3CCOCC3)n2C)cc1OC	1	1.1	1	-3	1	1.1	7	2	1	0
24	O=C(CCn1nnc2ccccc2c1=O)N[C@H](C(=O)O)c1ccccc1	1	0.9	0.8	-8	23	0.9	2	1	1.1	-6
25	CC(=O)c1cccc(NC(=O)COc2nsnc2N2CCOCC2)c1	1.1	1	0.9	-3	11	1	1	-3	1	-1
26	Cc1cccc(N(CC(=O)NCC2CCCO2)C(=O)CCC(=O)Nc2cc(C)on2)c1 (stereo unspecified)	1.1	0.9	0.9	-11	9	1	8	1	1	-3
27	CN(C)CCCN(Cc1ccccc1)C(=S)Nc1ccc(F)c(Cl)c1	1	1	1	-4	4	0.9	6	1	1	1
28	Cc1cccc(CSc2nnc(-c3ccco3)o2)c1	1	1	1.1	-3	-11	1	1	-3	1	0
29	Cn1c(=O)c2c(nc(NCCCO)n2Cc2cccc(C(F)(F)F)c2)n(C)c1=O	1	0.9	0.8	-7	16	0.9	12	0	1	-1
30	COc1ccc(C2(O)CCN(C(=O)NC3CCCCC3)CC2)cc1	1	0.9	0.9	-14	11	1	-6	1	1.1	-5
31	COC(=O)Nc1nc2ccc(Br)cc2s1	1	0.9	0.9	-9	5	0.9	21	-5	1.1	-7
32	Cc1ccc(C(=O)Nc2ccccc2C(=O)NCc2ccco2)cc1S(=O)(=O)N1CCCCC1	1.1	1	0.9	-2	15	0.8	9	-4	1	-1
33	CSCCC1NC(=O)N(CC(=O)Nc2ccc(N3CCCCC3)cc2)C1=O (stereo unspecified)	1	1	0.9	1	7	0.8	15	-5	1.1	-6
34	O=Nc1c(-c2ccccc2)cc2ccccn12	0.9	1	0.9	13	7	0.9	0	4	0.8	18
35	O=C(CS(=O)(=O)c1ccc2ccccc2c1)N1CCCCCC1	1	1	0.9	-15	9	1	2	0	1	-4
36	Cc1nc(CCNC(=O)c2cccs2)cs1	1	1.2	1.2	-5	-16	1.1	5	-8	1	-5
37	Cc1cc(S(=O)(=O)N2CCC(N3CCCCC3)CC2)ccc1-n1cnnn1	1	1	1	-10	-4	0.9	12	1	1	-1
38	Cc1ccc(Cl)cc1N(CC(=O)NCc1ccc2c(c1)OCO2)S(C)(=O)=O	1.1	1	0.9	-9	10	0.9	10	-2	1.1	-6
39	CC(=O)N/C(=C\c1ccccc1)C(=O)Nc1ccc(O)cc1	1	.	.	-5	.	.	2	-6	1	1
40	O=S(=O)(c1ccccc1)N(CC1CO1)c1ccccc1 (stereo unspecified)	1	0.8	0.9	-2	11	0.9	14	-4	1	1
41	CCOC(=O)NCc1ccc(S(=O)(=O)Nc2ccc(C)cc2)cc1	1	0.9	0.8	-8	17	1	2	-5	1	-2
42	O=C(CN(Cc1ccccc1)C(=O)c1csnn1)NCc1ccccc1	1.1	1	1	-5	4	1	9	-1	1	-2
43	Cc1cc(F)ccc1S(=O)(=O)N1CCCOC1CNC(=O)C(=O)NCCc1c[nH]c2ccccc12 (stereo unspecified)	1.1	0.9	0.7	-4	26	0.9	-1	2	1	-4
44	O=C(Cc1ncc(C(F)(F)F)cc1Cl)N1CCN(c2cccc(Cl)c2)CC1	1	0.9	0.9	1	6	0.9	-14	-2	1	3
45	CCOC(=O)CCCNC(=O)COc1ccccc1C#N	1.1	1.1	0.9	0	11	1	0	0	1.1	-10
46	CCOC(=O)C1(Cc2ccccc2)CCCN(Cc2ccc(OCCO)cc2)C1 (stereo unspecified)	1	1	1	-1	1	0.9	11	-2	1	1
47	Cc1ccc(NC(=O)N2CCC(C(=O)NCc3ccc(F)cc3)CC2)cc1	1.1	1	0.8	-16	16	1	-2	0	1.1	-10
48	CCN(CC)CCn1c(NCc2cccc(OC)c2OC)nc2ccccc21	1.1	0.9	0.9	-2	8	0.9	2	-1	1	-4

# Among those listed so far, 7 contain an aryl methoxy group:
no.	smiles	FLuc act counter	PMI act	Diaph act CS	TNAP inh no acc	Diaphorase inh	PMI act hi M6P	G6PDH CS	HMGR II inh	TNAP act hi DEA	TNAP inh hiacc
17	COc1ccc(N2C(=O)CC(c3ccc(OC(C)C)cc3)C2=O)cc1 (stereo unspecified)	1	1	0.9	-18	11	0.9	0	2	1	-2
20	COc1cc(/C=C2\S/C(=N/S(=O)(=O)c3ccccc3)NC2=O)c([N+](=O)[O-])cc1OC	1.1	0.9	0.9	0	15	0.8	3	-2	0.9	8
21	COc1ccc(NC(=O)C2CCCO2)cc1 (stereo unspecified)	1	1	0.9	-5	7	0.9	1	-1	1	3
22	COc1cccc(Nc2n[nH]c(=S)s2)c1	0.9	1.5	0.8	-3	22	1.9	4	-13	1	-4
23	COc1ccc(-c2nnc(SCC(=O)N3CCOCC3)n2C)cc1OC	1	1.1	1	-3	1	1.1	7	2	1	0
30	COc1ccc(C2(O)CCN(C(=O)NC3CCCCC3)CC2)cc1	1	0.9	0.9	-14	11	1	-6	1	1.1	-5
48	CCN(CC)CCn1c(NCc2cccc(OC)c2OC)nc2ccccc21	1.1	0.9	0.9	-2	8	0.9	2	-1	1	-4
